MOR-DOR ag – agonists of human mu-delta opioid receptor heterodimerization. cells, OPRM1-OPRD1 heterodimerization, luminescence. activation, % at 9.3 µM. 0.3% of 340,000 active. AID 504326; in the data active = activation above about 18%;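 note: 0% = vehicle-treated cells and 100% = reference agonist; values of inactives mirror those of a sister screen read the other way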
Target sequence (P35372 whole entry, looked up): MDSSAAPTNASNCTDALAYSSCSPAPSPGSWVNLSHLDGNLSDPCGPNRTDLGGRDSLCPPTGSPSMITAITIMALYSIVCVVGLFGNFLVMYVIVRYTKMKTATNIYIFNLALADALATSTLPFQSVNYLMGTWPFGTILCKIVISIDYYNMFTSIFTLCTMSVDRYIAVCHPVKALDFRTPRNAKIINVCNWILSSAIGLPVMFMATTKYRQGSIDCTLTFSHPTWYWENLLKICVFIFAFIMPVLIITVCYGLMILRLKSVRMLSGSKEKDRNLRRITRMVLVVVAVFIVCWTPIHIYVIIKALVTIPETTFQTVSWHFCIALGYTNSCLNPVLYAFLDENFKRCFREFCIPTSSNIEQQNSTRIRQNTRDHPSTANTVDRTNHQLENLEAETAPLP
Target sequence (P41143 whole entry, looked up): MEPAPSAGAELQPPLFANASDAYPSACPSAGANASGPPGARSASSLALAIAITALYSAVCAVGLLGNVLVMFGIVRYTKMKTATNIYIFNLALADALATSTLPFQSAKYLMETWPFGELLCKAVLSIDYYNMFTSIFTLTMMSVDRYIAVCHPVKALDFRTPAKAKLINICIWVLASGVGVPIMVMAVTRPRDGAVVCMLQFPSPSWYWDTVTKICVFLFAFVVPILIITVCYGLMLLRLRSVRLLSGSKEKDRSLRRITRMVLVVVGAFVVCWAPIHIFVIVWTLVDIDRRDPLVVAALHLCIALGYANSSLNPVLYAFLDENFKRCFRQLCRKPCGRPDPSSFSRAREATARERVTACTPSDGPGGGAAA
AddAB inh – less growth of phage-infected E. coli with AddAB. inhibition, % at 11.9 µM. 0.29% of 330,000 active. AID 435030. E. coli expressing H. pylori AddAB, absorbance growth; in the data active = inhibition above about 12%;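 note: 0% = vehicle wells of infected cells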
MOR-DOR inv ag – inverse agonists of human mu-delta opioid receptor heterodimerization. P35372+P41143. cell-based MOR-DOR heterodimer luminescence, inverse agonism. inhibition, % at 9.3 µM. 0.21% of 340,000 active; in the data active = inhibition above about 22%, passing the limit was not always enough;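 note: 0% = cells with DMSO and 100% = wells without cells with DMSO; values of inactives mirror those of a sister screen read the other way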
PfHsp90 set2 – growth inhibition of yeast expressing Plasmodium Hsp90 | S. cerevisiae expressing PfHsp90, BacTiter-Glo ATP, 48 h; yeast lacking PDR1 and PDR3 efflux regulators | 0.32% of 310,000 active | inhibition, % at 9.4 µM;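 active = every replicate shows inhibition above about 80%, whatever the replicate mean, limit read from the data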;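 note: 0% = DMSO neutral controls and 100% = 20 µM radicicol positive controls; yeast relying on Plasmodium falciparum Hsp90 in place of its own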
PKA-R1A act – activates the PKA-R1A holoenzyme complex | P00514+P68181 | PKA-R1A dissociation, Cy5-IP20 fluorescence polarization; scaled: DMSO 0%, 113 µM cGMP 100% | activation, % at 11.4 µM | 0.083% of 340,000 active | AID 504707;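 active = percent activation above the mean of all tested compounds plus 3 SD, cut at about 19% in these data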;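 note: higher means more PKAc released from R1A so a rise in polarization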
phage Ecoli inh – E. coli growth loss with phage present; growth absorbance; inhibition, % at 11.9 µM; 0.26% of 360,000 active; AID 651602; in the data active = inhibition above about 11%
HTR5A inv ctr – HTR5A inverse agonism, opioid heterodimer counter-screen | HTR5A cell line, luminescence | AID 504634 | 0.083% of 340,000 active | P47898 | inhibition, % at 9.3 µM; in the data active = inhibition mostly above about 23%, no sharp cut-off; inactive = mostly below about 18%;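 note: 0% = cells with DMSO and 100% = no-cell wells with DMSO; some compounds called inactive have numbers as strong as hits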
HTR5A ag ctr – HTR5A agonism, opioid heterodimer counter-screen | P47898 | HTR5A agonist assay, luminescence, cell-based | activation, % at 9.3 µM | 0.61% of 340,000 active; in the data active = activation mostly above about 9.5%, no sharp cut-off; inactive = mostly below about 7.6%;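 note: 0% = cells with vehicle only and 100% = reference agonist; strong numbers were not always called active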
E coli growth – bacterial growth inhibition, counter-screen for AddAB inhibitors; E. coli V3065 growth, OD600 absorbance, 18 h; inhibition, % at 11.9 µM; 0.27% of 330,000 active;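 active = inhibition above the campaign's mean inhibition across all tested compounds plus 3 SD, cut at about 9.9% in these data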;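 note: uninfected addAB+ strain grown without phage in ampicillin broth; 0% = DMSO wells and 100% = ciprofloxacin 0.95 µg/ml wells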
DSG3 Ab inh – inhibitors of pemphigus antibody binding to human desmoglein-3; DSG3-coupled beads, scFv-anti-DSG3-GFP binding, flow cytometry; active compounds read low; 0.48% of 310,000 active; AID 588358; P32926; binding (percent of control), % at 10 µM;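 active = binding more than 3 SD below its plate's average and above zero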;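 note: hits lower antibody fragment binding to DSG3; some compounds called inactive have numbers as strong as hits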
Mot1-301 SUMO – blocks SUMOylation pathway, rescuing yeast Mot1-301 growth; S. cerevisiae Mot1-301 growth rescue, ATP luminescence, 38.5C; percent above DMSO median, 100 means doubled; growth rescue, % at 18.8 µM; 1% of 320,000 active; AID 2716;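 active = every valid replicate shows activation above 250% relative to neutral control wells; inactive = the rest, any valid replicate at or below 250%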;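 note: OY570 slx delta 5 strain wells were the positive control but not used for scaling; some compounds called inactive have numbers as strong as hits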
* hit, by the source's call; nt = not tested or not shown.

SMILES	MOR-DOR ag	AddAB inh	MOR-DOR inv ag	PfHsp90 set2	PKA-R1A act	phage Ecoli inh	HTR5A inv ctr	HTR5A ag ctr	E coli growth	DSG3 Ab inh	Mot1-301 SUMO
CCOc1ccccc1C(=O)N(C)CC(=O)Nc1ccc(OC)cc1	-1.2	nt	6	13	-5	-1.0	5	-1	nt	96	90
Cc1nnc(C)n1/N=C/c1ccc(C(C)C)cc1	-1.7	-0.1	10	-38	-2	2.6	2	3	-1.7	104	7
Cc1ccc(NC(=O)CN2C(=O)/C(=C3\SC(=S)N(C4CCS(=O)(=O)C4)C3=O)c3ccccc32)cc1 (stereo unspecified)	-3.2	nt	17	-2	-5	2.3	-3	-4	nt	100	nt
CCCCOC(=O)CCc1c(C)n[nH]c1C	nt	1.3	nt	7	nt	-0.4	nt	nt	-0.8	94	-7
COc1ccc2c(c1)CCc1c(C(=O)N(C)c3ccccc3)noc1-2	1.9	1.0	-10	-21	2	0.3	5	-2	0.2	99	-9
Cc1ccc(NC2=CC(=O)CCC2)cc1C	-2.7	1.6	14	36	-6	0.9	-9	1	-2.2	nt	21
Cc1oc2ccc(OC(C(=O)O)c3ccccc3)cc2c1C(=O)O (stereo unspecified)	-2.3	-0.7	11	13	1	1.5	0	0	-1.6	107	163
Cc1ccc(C2(C)NC(=O)N(CC(=O)c3ccc(Cl)s3)C2=O)cc1 (stereo unspecified)	2.6	2.2	-16	-7	-2	2.3	4	-2	1.5	93	-9
CCOc1ccc(S(=O)(=O)NCCC(=O)N2CCN(Cc3ccccc3)CC2)cc1	-0.2	1.4	1	nt	-8	1.9	7	-3	0.2	101	-3
CCOC(=O)c1ccccc1NC(=O)c1cc2ccccc2o1	3.8	nt	-18	12	-8	-0.3	-1	0	nt	86	2
COc1ccccc1NC(=O)CC1C(=O)Nc2c1c(=O)n(C)c(=O)n2C (stereo unspecified)	-3.8	3.1	20	-12	7	2.7	9	-2	2.7	106	-8
COc1ccc(CCNC(=O)c2ccc(CS(=O)(=O)c3ccc(Br)cc3)o2)cc1OC	0.7	5.3	-3	7	-3	2.6	-21	9	0.2	96	8
CC(C)(C)c1ccc(Cn2c(=N)n(CC(O)c3ccco3)c3ccccc32)cc1 (stereo unspecified)	7.3	2.7	-40	2	2	nt	-16	5	4.1	107	-21
Cc1c(C(=O)NCCN2CCOCC2)sc2nc(-c3ccc(F)cc3)cn12	1.5	0.9	-9	-7	4	3.9	-8	1	-3.2	104	-6
Cc1cc(C)c(OCC(=O)OCC(=O)NCc2cccs2)c(C)c1	-0.2	5.8	1	2	-3	0.5	15	-6	0.7	104	-4
COc1ccc(C2N3CC4(C)CN2CC(C)(C3)C4O)cc1 (stereo unspecified)	-2.0	-4.2	11	14	0	5.1	27	-6	3.4	97	11
O=C(COc1ccc(OCc2ccccc2)cc1)NC1CCOC1=O (stereo unspecified)	0.9	1.4	-4	0	-2	1.5	-13	5	-2.5	106	27
O=C(NCc1ccccc1)c1noc2c1CCCCC2	4.4	2.1	-23	9	9	2.3	-38	0	-0.6	100	-6
COc1ccc(-c2nc(C#N)c(N3CCCCCC3)o2)cc1OC	3.9	2.6	-24	nt	-1	0.9	1	0	-0.3	99	348*
Cc1cccc(N2CCN(C(=O)CCc3nc4ccccc4c(=O)[nH]3)CC2)c1C	-2.5	0.7	12	-25	9	1.3	0	0	-2.2	nt	-2
O=C(/C=C/c1cccc([N+](=O)[O-])c1)OCC(=O)N1CCOCC1	-2.8	0.7	11	28	1	-0.7	-23	9	1.1	nt	4
Cc1ccc(NC(=O)CS(=O)CC(=O)N(c2ccccc2)C(C)C(=O)NC2CCCC2)cc1 (stereo unspecified)	-0.7	1.3	4	-7	-12	3.5	-14	14	-2.3	95	-11
N#CC1CCN(C(=O)c2ccc3c(Cl)c4c(nc3c2)CCCC4)CC1	-1.2	1.3	6	3	5	2.7	-3	0	1.2	71	1
Cc1noc(NS(=O)(=O)c2ccc(N/C=C/C(=O)c3ccc(F)cc3)cc2)c1C	0.0	5.7	0	14	3	8.4	3	-1	5.5	91	392

By substructure, those above with four or more nitrogen atoms.
SMILES	MOR-DOR ag	AddAB inh	MOR-DOR inv ag	PfHsp90 set2	PKA-R1A act	phage Ecoli inh	HTR5A inv ctr	HTR5A ag ctr	E coli growth	DSG3 Ab inh	Mot1-301 SUMO
Cc1nnc(C)n1/N=C/c1ccc(C(C)C)cc1	-1.7	-0.1	10	-38	-2	2.6	2	3	-1.7	104	7
COc1ccccc1NC(=O)CC1C(=O)Nc2c1c(=O)n(C)c(=O)n2C (stereo unspecified)	-3.8	3.1	20	-12	7	2.7	9	-2	2.7	106	-8
Cc1c(C(=O)NCCN2CCOCC2)sc2nc(-c3ccc(F)cc3)cn12	1.5	0.9	-9	-7	4	3.9	-8	1	-3.2	104	-6
Cc1cccc(N2CCN(C(=O)CCc3nc4ccccc4c(=O)[nH]3)CC2)c1C	-2.5	0.7	12	-25	9	1.3	0	0	-2.2	nt	-2

By substructure: the compounds so far with an NH in an aromatic ring.
SMILES	MOR-DOR ag	AddAB inh	MOR-DOR inv ag	PfHsp90 set2	PKA-R1A act	phage Ecoli inh	HTR5A inv ctr	HTR5A ag ctr	E coli growth	DSG3 Ab inh	Mot1-301 SUMO
CCCCOC(=O)CCc1c(C)n[nH]c1C	nt	1.3	nt	7	nt	-0.4	nt	nt	-0.8	94	-7
Cc1cccc(N2CCN(C(=O)CCc3nc4ccccc4c(=O)[nH]3)CC2)c1C	-2.5	0.7	12	-25	9	1.3	0	0	-2.2	nt	-2

The results go on.
SMILES	MOR-DOR ag	AddAB inh	MOR-DOR inv ag	PfHsp90 set2	PKA-R1A act	phage Ecoli inh	HTR5A inv ctr	HTR5A ag ctr	E coli growth	DSG3 Ab inh	Mot1-301 SUMO
COc1ccc(-c2noc(CCC(=O)NCCCN3CCC(C)CC3)n2)cc1	-1.4	3.2	8	5	-5	3.6	-9	3	0.9	101	-8
CCCCN1C(=O)c2ccc(C(=O)OCC(=O)N3CCN(c4ccccc4)CC3)cc2C1=O	-2.5	-0.1	11	-21	6	1.1	-11	4	0.0	102	-4
Cc1onc(-c2ccccc2)c1C(=O)NCC1CCCO1 (stereo unspecified)	-0.5	-0.5	3	8	-2	-1.4	-38	0	-0.2	108	4
CC(C)(C)C1(O)CC(C(F)(F)F)=NN1C(=O)Cc1ccc([N+](=O)[O-])cc1 (stereo unspecified)	9.0	0.4	-47	-7	-6	6.0	-5	2	-0.7	97	8
COCCCN1C(=O)C(=O)/C(=C(/O)c2ccc(OCC(C)C)cc2C)C1c1cccnc1 (stereo unspecified)	-1.3	2.0	7	10	-7	1.1	-6	8	1.7	100	-3
CCCCC(=O)Nc1cccc(NC(=O)c2cccnc2Cl)c1	-0.2	0.2	1	-41	-10	3.9	8	-3	-0.4	nt	129
Cc1ccc(NC(=O)CN(C)C(=O)CSc2nnc(N)s2)cc1	-4.4	0.1	17	-7	-5	3.2	-17	-1	-0.5	106	9
O=C(CSc1nnc(-c2cccc(F)c2)o1)N1CCCC1	-2.2	0.3	14	2	-8	2.3	-26	9	0.9	100	-7
CCC(CC)COC(=O)C1=C(C)NC(=O)NC1c1ccc2c(c1)OCO2 (stereo unspecified)	1.4	1.5	-7	-15	-3	-1.1	-7	2	-1.4	115	-12
Cc1ccc2[nH]c3c(c2c1)CCCC3C(N)=O (stereo unspecified)	4.1	0.9	-22	-10	4	1.6	9	7	-3.6	83	6
COC(=O)c1ccc(COc2ccc(C(C)(C)C)cc2)o1	1.2	0.8	-5	-2	8	3.0	5	-1	-0.2	104	7
CCOc1ccccc1NC(=O)c1cc(-c2ccccn2)nc2ccccc12	-2.4	3.7	10	nt	-14	1.0	16	-7	2.8	96	-14
COc1ccccc1Nc1ncnc2nc[nH]c12	0.6	2.6	-4	1	3	1.7	6	0	-0.5	nt	8
COC(=O)C1CCN(Cc2cn(-c3ccccc3)nc2-c2ccc3c(c2)OCO3)CC1	51*	4.5	-267	-38	3	2.8	-3	1	0.2	113	100
CC1CCC(N2CCN(S(C)(=O)=O)CC2)CC1 (stereo unspecified)	-2.9	7.0	12	-11	-8	-0.2	18	-7	1.3	100	278
COc1ccc(-c2nnn(CCc3nn[nH]n3)n2)cc1	1.5	-1.0	-9	-1	2	1.9	-28	2	-3.5	102	-4
CCc1ccccc1N=Cc1c(C)c(C#N)c2[nH]c3ccccc3n2c1=O	-1.8	nt	10	-8	-6	1.6	-15	2	nt	120	nt
Cc1coc2cc3oc(=O)cc(C)c3cc12	-0.4	0.3	2	-2	-9	2.9	5	1	-0.8	96	6
CCN(Cc1ccccc1)S(=O)(=O)c1ccc(C(=O)N(CCCN(C)C)c2nc3cc4c(cc3s2)OCO4)cc1	25*	-1.3	-138	0	-5	2.3	-8	3	-3.8	127	1
CCn1c(O)c(N=NC(=O)Cc2csc(N3CCOCC3)n2)c2ccccc21	-3.1	1.5	15	nt	-1	-2.7	15	4	1.3	117	163
O=S(=O)(Nc1nccs1)c1ccc2c(c1)OCCO2	-1.2	-0.7	6	-21	-4	3.2	9	6	-0.8	97	-7
Cc1ccccc1OCCC(=O)Nc1ccc(F)c(Cl)c1	5.6	1.1	-29	21	-16	3.1	-28	8	-0.7	109	-8
CC(C)CNC(=O)c1cccc(NC(=O)CCc2ccccc2)c1	0.1	1.3	0	-3	7	6.2	0	0	-0.2	102	230
CN(CC(=O)Nc1ccc(F)c(Cl)c1)S(=O)(=O)c1cccc2nsnc12	-0.7	1.1	4	8	-5	2.6	-15	6	-1.3	nt	-13
Cc1c(C(=O)O)[nH]c2c1C(=O)CC(c1ccc(Cl)cc1)C2 (stereo unspecified)	-2.4	3.0	13	8	2	-0.2	-25	10	1.7	106	0
Cc1cccc(N(CC(N)=O)C2SC(=O)NC2=O)c1 (stereo unspecified)	-0.7	-1.6	4	-13	3	1.1	-7	2	-1.9	95	88
CCOc1ccc(NC(=O)COC(=O)c2c(OC)cccc2OC)cc1	-2.5	1.5	15	-24	0	3.9	-6	2	-2.9	104	-13
Cc1ccc(-n2nc3cc(C)c(N)cc3n2)cc1	3.6	1.7	-21	-8	13	3.2	-40	3	-0.8	98	-18
CCOc1c(C)cc(S(=O)(=O)NCc2cccnc2)c(C)c1C	-0.5	4.6	3	12	-6	0.4	-17	6	-0.7	111	-21
CCOC(=O)c1cnc(SCC(=O)N2CCc3ccccc32)nc1N	-2.5	0.5	11	15	-2	-0.1	10	-2	4.0	127	-29
CCCN(CCC)CCSc1nc(O)c(C(C)C)c(=O)[nH]1	-0.1	0.8	1	nt	5	-0.2	6	-2	1.0	103	-14
CCOC(=O)c1c(C)[nH]c(C)c1C(=O)COC(=O)c1ccc(OC)cc1	-1.4	-0.3	8	0	-10	-1.2	-25	-1	0.3	103	-1
CCOc1ccc(-c2n[nH]c(=S)c3ccccc23)cc1	-3.0	0.4	14	-28	3	1.5	-2	0	-0.4	105	4
CC1CCCCC1NC(=O)COc1ccc(C#N)cc1 (stereo unspecified)	-0.8	-0.3	4	nt	4	3.1	13	-4	-2.8	93	6
